Source: PubChem BioAssay
Rac1 wt modul – wildtype Rac1 GTP binding modulators, primary screen, biochemical, GST-Rac1 beads, flow cytometry, multiplex; Ras-related C3 botulinum toxin substrate 1 (Homo sapiens), P63000; fluorescent GTP binding; actives lie on both sides; 0 = cold GTP competed, 100 = untreated; GTP binding activity (% of control), % at 10 µM; hit rate 0.27% among 190,000; AID 757, 2007;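 active = GTP binding activity at least 20 points away from the 100% control level, either lower or higher; inconclusive = compound flagged as likely green fluorescent, judged across all proteins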
Rac1 act GTP bind – GTP binding modulators of activated mutant Rac1, primary screen, biochemical, bead-based flow cytometry, multiplex, fluorescent GTP. hit rate 0.11% among 190,000. AID 764, 2007. GST-Rac1 activated beads; actives lie on both sides; 100% means binding = to untreated wells. percent activity (GTP binding), % at 10 µM;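 active = GTP binding at least 20 percentage points away from the 100% baseline, in either direction, so actives lie on both sides; inconclusive = Compound likely fluorescent itself, or too few beads counted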
Bim-Bcl-XL – inhibitors of Bim-Bcl-XL binding, primary screen, biochemical, multiplexed, bead flow cytometry, human Bcl-XL | Bim peptide-Bcl-XL binding, fluorescence | hit rate 0.04% among 190,000 | inhibition, % at 10 µM
Target sequence (Q07817 whole entry, looked up): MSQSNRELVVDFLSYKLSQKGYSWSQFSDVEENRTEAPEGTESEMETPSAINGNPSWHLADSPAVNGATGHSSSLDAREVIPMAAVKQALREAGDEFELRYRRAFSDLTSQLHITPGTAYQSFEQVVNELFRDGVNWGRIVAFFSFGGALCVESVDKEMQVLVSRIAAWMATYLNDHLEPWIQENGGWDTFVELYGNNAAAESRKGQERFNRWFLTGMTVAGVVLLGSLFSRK
Bim-Bfl-1 – inhibitors of Bim binding to Bfl-1, primary screen, biochemical, multiplexed, bead-based flow cytometry. AID 1008, 2008. hit rate 0.12% among 190,000. Bim-Bfl-1 binding inhibition. inhibition, % at 10 µM;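 also: 0% = wells without compound plus tracer and 100% = blocker peptide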
Bim-Bcl-B – inhibitors of Bim-Bcl-B binding, primary screen, biochemical, multiplexed, human Bcl-2 family | bead-based flow cytometry, Bim peptide-Bcl-B binding | inhibition, % at 10 µM | AID 951, 2007 | Bcl-2-like protein 10 (Homo sapiens), Q9HD36 | hit rate 0.073% among 190,000;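 also: 0% = tracer peptide without compound and 100% = reference inhibitor peptide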
Target sequence (Q9HD36 whole entry, looked up): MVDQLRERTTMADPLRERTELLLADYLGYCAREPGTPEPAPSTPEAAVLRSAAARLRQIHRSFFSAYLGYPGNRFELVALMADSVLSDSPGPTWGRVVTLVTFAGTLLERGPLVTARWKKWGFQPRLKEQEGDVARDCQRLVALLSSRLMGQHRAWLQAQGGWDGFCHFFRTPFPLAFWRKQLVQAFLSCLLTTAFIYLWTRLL
Bim-Bcl-W – inhibitors of Bim binding to Bcl-W, primary screen, biochemical, multiplexed, bead-based flow cytometry. Bcl-2-like protein 2 (Homo sapiens), Q92843. AID 952, 2007. Bim peptide-Bcl-W binding. inhibition, % at 10 µM. hit rate 0.02% among 190,000;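 also: 0% = bound tracer without compound and 100% = peptide blocker; higher means less fluorescent Bim peptide bound to Bcl-W beads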
Bim-Bcl-2 – inhibitors of Bim-Bcl-2 binding, primary screen, biochemical, multiplexed, human Bcl-2 family. AID 950, 2007. Apoptosis regulator Bcl-2 (Homo sapiens), P10415. Bead-based flow cytometry, Bim peptide-Bcl-2 binding. inhibition, % at 10 µM. hit rate 0.06% among 190,000; in the data active = inhibition above about 40%; inconclusive = no clear call, values can overlap the other calls;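 also: 0% = no compound wells with probe peptide and 100% = reference peptide inhibitor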
Target sequence (P10415 whole entry, looked up): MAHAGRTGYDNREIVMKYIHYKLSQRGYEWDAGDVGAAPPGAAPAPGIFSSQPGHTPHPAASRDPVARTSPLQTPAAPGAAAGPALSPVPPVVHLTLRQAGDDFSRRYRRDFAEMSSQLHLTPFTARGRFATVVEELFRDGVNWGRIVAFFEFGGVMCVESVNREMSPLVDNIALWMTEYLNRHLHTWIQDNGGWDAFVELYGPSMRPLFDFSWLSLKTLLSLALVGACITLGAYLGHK
Cdc42 wt – modulators of GTP binding to wildtype Cdc42, primary screen, biochemical, multiplex bead flow cytometry, Bodipy-GTP | Cell division control protein 42 homolog (Homo sapiens), P60953 | hit rate 0.2% among 190,000 | GST-Cdc42 beads; actives lie on both sides | percent activity (GTP binding), % at 10 µM;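 active = percent activity GTP binding at least 20 points away from the 100% baseline, either down as inhibitor or up as activator; inconclusive = compound flagged as likely green fluorescent from well-wide comparison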;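 also: median bead fluorescence of bound Bodipy-FL-GTP at 100 nM; 0% = excess unlabeled GTP control and 100% = no compound control; below 100% means less GTP binding so inhibitor and above means activator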
Target sequence (P60953 whole entry, looked up): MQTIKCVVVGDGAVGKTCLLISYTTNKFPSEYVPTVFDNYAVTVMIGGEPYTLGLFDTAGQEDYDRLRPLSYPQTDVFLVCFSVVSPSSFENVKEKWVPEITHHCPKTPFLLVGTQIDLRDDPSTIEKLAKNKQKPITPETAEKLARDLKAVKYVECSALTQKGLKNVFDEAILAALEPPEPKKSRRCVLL
Rab2 wt GTP – modulators of GTP binding to Rab2A wildtype, primary screen, biochemical, dog, bead-based flow cytometry, multiplex; hit rate 0.19% among 190,000; AID 760, 2007; GTP binding activity, % at 10 µM; Ras-related protein Rab-2A (Canis lupus familiaris), P61105; GST-Rab2 wt beads, Bodipy-GTP binding;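 active = GTP binding activity at least 20 points away from 100%, either lowered or raised; inconclusive = signal likely due to the compound's own green fluorescence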;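 also: 0% = beads with excess unlabeled GTP and 100% = no-compound control corrected for plate trend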
Rab7 wt GTP bind – modulators of GTP binding to Rab7, primary screen, biochemical, wildtype, multiplex bead flow cytometry. Rab7 GTPase wild type (dog), Bodipy-FL-GTP binding. AID 758, 2007. GST-Rab7 beads, fluorescent GTP binding; actives lie on both sides; untreated = 100%, excess cold GTP = 0%. GTP binding activity (percent of control), % at 10 µM. hit rate 0.055% among 190,000;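 active = fluorescent GTP binding to Rab7 beads changed by at least 20 points from the 100% baseline, either direction, mostly lower; inconclusive = compound itself probably fluorescent, or too few beads counted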;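 also: median green fluorescence of bound Bodipy-FL-GTP per Rab7 bead population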
HRas wt GTP – modulators of GTP binding to HRas wildtype, primary screen, biochemical, bead-based flow cytometry, multiplex; GST-Ras wt beads, Bodipy-FL-GTP binding; actives lie on both sides; GTPase HRas (Homo sapiens), P01112; hit rate 0.14% among 190,000; GTP binding activity, % at 10 µM;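 active = GTP binding activity at least 20% away from the 100% baseline, either lowered as inhibitor or raised as activator; inconclusive = flagged as likely green fluorescent, judged across all proteins in the well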;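 also: 0% = unlabeled GTP competition control and 100% = no-compound control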
Active calls of the source: *; ? = inconclusive; [ ] = dose if it differs, or a comment. Rule as the data show it, unless noted: active = inhibition above about 40%.

SMILES	Rac1 wt modul	Rac1 act GTP bind	Bim-Bcl-XL	Bim-Bfl-1	Bim-Bcl-B	Bim-Bcl-W	Bim-Bcl-2	Cdc42 wt	Rab2 wt GTP	Rab7 wt GTP bind	HRas wt GTP
O=C1CN(C(=O)c2ccc(Br)o2)C(c2ccccc2)c2cc(Cl)ccc2N1 (stereo not given)	105	99	-5	-10	-6	-1	-10	101	104	102	103
O=C(NCc1nnc(SCC(=O)N2CCN(c3ccccc3)CC2)o1)c1ccco1	98	96	-3	-14	-2	0	-9	98	98	96	98
Cc1ccccc1C(=O)OC(C)CN1CCN(C)CC1 (stereo not given)	99	94	-2	-1	-3	0	-1	99	101	106	98
CCOC(=O)c1ccc2cccc(C)n2c1=O	108	101	-7	-20	-11	-3	-10	106	102	103	102
COC(=O)c1ccccc1NC(=O)CSc1nnnn1C	106	100	0	-1	-2	-2	2	105	103	102	102
Cc1ccc(SCC(=O)NCc2ccco2)cc1	107	98	-8	-17	-14	-4	-17	104	100	102	100
Cc1ccc(S(=O)(=O)N2CCN(c3nc4ccccc4nc3-n3nc(C)cc3C)CC2)cc1	110	101	0	-14	-11	2	-4	102	102	102	102
CN(C)CCCCCN(C)Cc1cc2ccccc2o1	103	97	-2	-4	-1	0	-4	97	102	109	101
COc1ccc(C(=O)NCc2nnc(SCC(=O)Nc3cccc(F)c3)o2)cc1	95	91	-2	3	2	0	1	89	97	98	92
CCOC(=O)c1[nH]c2cc(OC)c(OC)cc2c1NC(=O)CN1CCN(C)CC1	97	96	0	-1	1	1	-2	97	97	102	98
CCOc1ccc(Nc2nc(Nc3ccc(O)cc3)nc(C)c2[N+](=O)[O-])cc1	97	95	-2	-5	-4	-1	-2	94	98	105	96
CCCCCCNc1c(C(=O)OCC)c(=O)[nH]c2ccccc12	95	96	0	-1	0	1	0	99	99	102	98
CC(NC(=O)COC(=O)/C(=C/c1cccs1)c1cccs1)c1ccccc1 (stereo not given)	100	97	-3	0	-7	-3	-6	96	98	93	101
COc1ccccc1OCc1nc(C#N)c(NCCCn2ccnc2)o1	105	97	-2	-7	-3	0	-3	97	96	97	97
COc1ccc2oc(=Nc3cc(F)ccc3F)c(C(N)=O)cc2c1	97	98	0	-5	-4	-5	-2	98	97	94	97
Cc1nn(-c2ccccc2)c(C)c1C(=O)Nc1ccc(N2CCOCC2)cc1	100	97	-3	-4	-1	0	-1	97	96	92	97
CCOC(=O)C1CCN(C(=O)N2CCOCC2)CC1	108	101	-11	-6	-4	-2	-6	99	100	100	99
O=C(O)c1cc(N2C(=O)C3C4C=CC(C4)C3C2=O)ccc1NCc1cccnc1 (stereo not given)	?	?	0	-12	-1	2	-3	?	?	?	?
CNC(=S)N1CCN(c2c(F)cc3c(=O)c(C(=O)O)cn(C4CC4)c3c2OC)CC1C (stereo not given)	99	99	-2	0	0	-2	0	102	99	99	101
COc1ccc(CC2(CO)CCN(Cc3cccnc3)CC2)cc1	104	95	0	-1	-1	0	0	105	101	106	101
Cn1nc(C(F)(F)F)c(C#N)c1N1CCN(c2ccccn2)CC1	94	94	-3	-8	-6	0	-3	95	96	90	95
CCn1cc(C(=O)NCc2ccco2)c2cc(OC)c(OC)cc2c1=O	105	99	-5	-13	-9	-7	-11	103	99	94	98
Cc1cccc(/C=C2\CCC(C3CCCC3)C2=O)c1 (stereo not given)	104	98	-7	0	-7	-5	-4	97	97	99	97
COc1cc(CNc2ncn[nH]2)cc(Br)c1OC	93	94	0	2	1	0	2	96	94	96	95
COc1ccccc1-c1nc(N)n[nH]1	98	95	-1	-5	-4	-1	-3	95	96	99	97
O=S(=O)(Nc1cnc2ccccc2c1)N1CCCCCC1	107	99	-5	-18	-8	0	-10	107	103	99	102
O=C(NNS(=O)(=O)c1ccc2ccccc2c1)c1cccs1	103	96	-9	-10	-14	-2	-13	100	95	99	98
CS(=O)(=O)N(CC(=O)Nc1ccc(S(=O)(=O)N2CCOCC2)cc1)c1ccccc1Br	100	98	-1	-3	-4	1	-1	98	99	103	100
CCCc1[nH][nH]c(=O)c1C(c1cccc(Cl)c1)C(C#N)C#N (stereo not given)	95	95	-27	-9	-12	-1	-6	97	97	97	96
Cn1/c(=N\NC(=O)C2CCCCC2)sc2ccccc21	99	96	-2	0	-4	-1	0	96	98	104	99
COc1ccc(OCCN2C(=O)c3ccccc3C2=O)cc1	127*[activator]	107	-2	-2	0	0	-4	111	106	96	93
CC(C)Oc1ccc(CNCCC2(C(C)C)CCOC(C)(C)C2)cc1 (stereo not given)	100	99	-6	-16	-11	0	-10	101	102	99	101
COc1ccc(C(=O)n2nc(-c3ccco3)nc2N)cc1	104	102	-5	2	-4	-1	0	101	100	92	101
CC1CCCCN1C(=O)CSc1nc(N)cc(=O)[nH]1 (stereo not given)	?	?	-6	-9	-9	0	-7	?	?	?	?
Cc1cc(C=O)c(C)n1-c1ccc(N2CCCC2)c([N+](=O)[O-])c1	102	98	-6	-8	-8	1	-7	99	100	101	99
CCOC(=O)c1nnn(-c2nonc2OC)c1-c1ccccc1	98	96	1	-12	-5	0	-9	101	100	98	101

Given with two lines to a compound: entries from further up.
Screens in order – Rac1 wt modul	Rac1 act GTP bind	Bim-Bcl-XL	Bim-Bfl-1	Bim-Bcl-B	Bim-Bcl-W	Bim-Bcl-2	Cdc42 wt	Rab2 wt GTP	Rab7 wt GTP bind	HRas wt GTP
Cc1cccc(/C=C2\CCC(C3CCCC3)C2=O)c1 (stereo not given)
  104	98	-7	0	-7	-5	-4	97	97	99	97
COc1cc(CNc2ncn[nH]2)cc(Br)c1OC
  93	94	0	2	1	0	2	96	94	96	95
COc1ccccc1-c1nc(N)n[nH]1
  98	95	-1	-5	-4	-1	-3	95	96	99	97
O=S(=O)(Nc1cnc2ccccc2c1)N1CCCCCC1
  107	99	-5	-18	-8	0	-10	107	103	99	102
O=C(NNS(=O)(=O)c1ccc2ccccc2c1)c1cccs1
  103	96	-9	-10	-14	-2	-13	100	95	99	98
CS(=O)(=O)N(CC(=O)Nc1ccc(S(=O)(=O)N2CCOCC2)cc1)c1ccccc1Br
  100	98	-1	-3	-4	1	-1	98	99	103	100
CCCc1[nH][nH]c(=O)c1C(c1cccc(Cl)c1)C(C#N)C#N (stereo not given)
  95	95	-27	-9	-12	-1	-6	97	97	97	96
Cn1/c(=N\NC(=O)C2CCCCC2)sc2ccccc21
  99	96	-2	0	-4	-1	0	96	98	104	99
COc1ccc(OCCN2C(=O)c3ccccc3C2=O)cc1
  127*[activator]	107	-2	-2	0	0	-4	111	106	96	93
CC(C)Oc1ccc(CNCCC2(C(C)C)CCOC(C)(C)C2)cc1 (stereo not given)
  100	99	-6	-16	-11	0	-10	101	102	99	101
COc1ccc(C(=O)n2nc(-c3ccco3)nc2N)cc1
  104	102	-5	2	-4	-1	0	101	100	92	101

(next part)
SMILES	Rac1 wt modul	Rac1 act GTP bind	Bim-Bcl-XL	Bim-Bfl-1	Bim-Bcl-B	Bim-Bcl-W	Bim-Bcl-2	Cdc42 wt	Rab2 wt GTP	Rab7 wt GTP bind	HRas wt GTP
Cc1onc(-c2c(F)cccc2Cl)c1C(=O)NC(=S)NC1CCSC1=O (stereo not given)	103	100	-2	1	-3	-1	4	99	101	100	99
CCN1CCCC1CNC(=O)c1ccc(N2CCOCC2)c(NS(=O)(=O)c2ccc(OC)cc2)c1 (stereo not given)	103	98	-1	-4	-2	1	0	103	101	97	99
COc1cnn(Cc2ccccc2)c(=O)c1SCc1ccccc1	105	103	-2	5	-17	0	-2	102	103	102	105
CCOCCCNC(=O)C(c1ccc(C)cc1)N(Cc1cccs1)C(=O)c1ccccn1 (stereo not given)	100	95	-4	-4	-4	1	-5	94	98	100	97
CCOC(=O)N1CCC(N(C(=O)Nc2ccccc2)C(C)CC)CC1 (stereo not given)	99	97	0	-1	-1	0	0	99	96	97	98
Brc1cccc(OCCOCCn2ccnc2)c1	103	100	-1	-13	-7	0	-10	99	98	100	100
CCOC(=O)c1c(NC(=O)C[n+]2ccc(N(C)C)cc2)sc(C)c1C	99	95	1	0	-2	0	-3	101	97	105	102
O=[N+]([O-])c1cccc(-c2ccc(C(=S)N3CCOCC3)o2)c1	96	93	-5	-10	-12	-6	-4	91	98	102	98
COc1ccc(-c2nn(-c3ccccc3)cc2/C=C2/SC(=S)N(Cc3ccco3)C2=O)c(C)c1	104	101	-2	0	-1	-3	-4	101	100	98	101
O=C(O)c1cc(S(=O)(=O)Nc2ccc3oc(=O)sc3c2)ccc1O	100	100	-15	-20	-13	-6	-13	95	98	95	98
Cc1cc(C)c2c(n1)nn1c(-n3ccnc3)cc(C)nc21	94	93	7	-3	12	7	1	92	91	92	91
O=C1NCCCC1C(=O)N1CCCCC1 (stereo not given)	101	94	-1	-2	1	0	3	90	95	94	95
COc1ccccc1Oc1ccc(S(=O)(=O)N2CCCC2)cc1	106	101	-3	-1	-3	-2	-1	109	107	112	108
